Assay outcomes deposited in PubChem BioAssay by several laboratories.
DAGLB inh = blocks human DAGLB lipase activity. Q8NCG7. HEK293T DAGLB membrane lysate, EnzChek fluorogenic substrate. inhibition, % at 5.17 µM. actives 0.059% (n = 340,000); in the data active = inhibition above about 34%;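 note: 0% = enzyme with vehicle and 100% = wells lacking enzyme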
Target sequence (Q8NCG7 whole entry, looked up): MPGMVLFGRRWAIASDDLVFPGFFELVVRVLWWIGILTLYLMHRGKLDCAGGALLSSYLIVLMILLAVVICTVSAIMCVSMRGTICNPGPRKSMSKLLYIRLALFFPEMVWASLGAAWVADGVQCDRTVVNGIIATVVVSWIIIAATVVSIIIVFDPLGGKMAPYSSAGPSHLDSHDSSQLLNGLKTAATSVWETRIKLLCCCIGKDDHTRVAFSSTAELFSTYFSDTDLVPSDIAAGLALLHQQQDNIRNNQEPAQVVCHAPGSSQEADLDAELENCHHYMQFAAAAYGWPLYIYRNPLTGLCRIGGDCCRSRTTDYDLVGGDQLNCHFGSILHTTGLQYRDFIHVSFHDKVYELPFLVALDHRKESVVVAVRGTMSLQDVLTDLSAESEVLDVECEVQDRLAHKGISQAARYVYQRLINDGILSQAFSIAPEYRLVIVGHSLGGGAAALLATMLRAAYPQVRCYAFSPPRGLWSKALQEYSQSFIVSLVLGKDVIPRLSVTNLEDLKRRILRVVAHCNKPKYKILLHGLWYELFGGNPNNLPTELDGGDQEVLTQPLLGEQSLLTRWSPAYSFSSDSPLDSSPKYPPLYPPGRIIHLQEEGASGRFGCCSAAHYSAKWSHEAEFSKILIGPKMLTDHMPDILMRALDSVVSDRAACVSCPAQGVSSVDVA
CAL PDZ FP-1 = blocks peptide binding to the human CAL PDZ domain; actives 0.92% (n = 300,000); purified CAL PDZ, TMR-peptide fluorescence polarization, 1 h; AID 602252; inhibition, % at 24.9 µM; Q9HD26;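 active = mean inhibition of at least 30% with at least half of replicates also reaching 30%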;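 note: 0% = DMSO neutral control and 100% = excess unlabeled competitor peptide PRC23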
Arr AP2 block = human beta-arrestin and AP2 interaction inhibition; FITC-arrestin peptide / GST-AP2 beads, flow cytometry; AP2 beta2 appendage carries R879A mutation; inhibition, % at 10 µM; actives 0.31% (n = 340,000); AID 504490;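 active = inhibition above a set limit, near 3 SD of compounds lacking own fluorescence, cut at about 54% in these data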;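 note: plate controls were DMSO wells for no effect and 5 µM unlabelled arrestin peptide for full effect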
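Test system: GST-tagged AP2 beta2-adaptin appendage (R879A) on 4 µm glutathione beads; also added: fluorescein-tagged arrestin peptide at 50 nM final; timing: 12 min plus 1 h, RT; signal: flow cytometry, FL1 (488/535 nm); read-out: percent drop in bead-associated FITC signal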
DSG3 Ab inh = blocks pemphigus antibody binding to human desmoglein-3 | P32926 | DSG3-coupled beads, scFv-anti-DSG3-GFP binding, flow cytometry; active compounds read low | binding (percent of control), % at 10 µM | actives 0.48% (n = 310,000);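 active = binding more than 3 SD below its plate's average and above zero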;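 note: hits lower antibody fragment binding to DSG3; some compounds called inactive have numbers as strong as hits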
V-ATPase pH = alters yeast V-ATPase proton transport. S. cerevisiae, pHLuorin cytosolic pH fluorescence. response, % at 10 µM. actives 0.37% (n = 350,000). AID 504577; in the data active = response mostly above about 7.3%, no sharp cut-off; inactive = mostly below about 5.4%; note: actives read high; inactives centre near 0; some compounds called inactive have numbers as strong as hits
Keap1-Nrf2 PPI = Keap1-Nrf2 (human) interaction inhibition | Q14145 | Keap1 Kelch-Nrf2 peptide fluorescence polarization, 1536-well | inhibition, % at 9.4 µM | actives 0.15% (n = 340,000); in the data active = inhibition above about 12%;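 note: human Keap1 Kelch domain with fluorescein labeled Nrf2 9mer peptide probe; 0% = neutral control wells and 100% = peptide positive control; higher means more block of Keap1 binding to Nrf2 peptide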
C-LANA FP = KSHV C-LANA DNA binding inhibition; MBP-C-LANA/FAM-LBS DNA binding, fluorescence polarization; inhibition, % at 9 µM; actives 0.078% (n = 340,000); AID 504423;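 active = highest replicate inhibition at or above 60% at 9 µM, even if other replicates fall short; inactive = all replicates below 60% inhibition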;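 note: 0% = neutral control wells and 100% = 4 µM acridine orange control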
CAL PDZ FP-2 = inhibitors of human CAL PDZ peptide binding | Q9HD26 | purified CAL PDZ, TMR-peptide fluorescence polarization, 1 h | inhibition, % at 20 µM | actives 0.02% (n = 330,000) | AID 504414;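 active = highest replicate inhibition of at least 40%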;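 note: plate controls were DMSO neutral control wells for no effect and unlabeled competitor peptide control wells for full effect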
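Test system: purified CerCALP PDZ construct; Compound dosing: one concentration, 20 µM compound; Also added: TMR-labelled reporter peptide T*-PRC34 bound in PDZ groove; Read-out: inhibition from polarization loss; Controls: unlabelled peptide and DMSO controls; Signal: FP readout, S and P plane fluorescence; Incubation: 1 h at RT.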
NSD2 inh = blocks human histone methyltransferase NSD2. O96028. NSD2 peptide methylation, AlphaScreen, 120 min. inhibition, % at 12.5 µM. actives 0.54% (n = 310,000). AID 743445; in the data active = inhibition above about 50%
RTF Ca sens inh = cardiac RTF calcium desensitization; AID 493244; inhibition, % at 7.15 µM; P19429+P45379; actives 0.12% (n = 340,000); IANBD-labeled cardiac RTF, Ca2+ fluorescence;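 active = inhibition above the mean inhibition of all tested compounds plus 3 SD, cut at about 17% in these data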;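 note: assay run at fixed EC70 calcium of 1.6 mM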
* hit, by the source's call; x = not tested or not shown. Some of the compounds tested, so the mix of outcomes need not match the whole.

SMILES	DAGLB inh	CAL PDZ FP-1	Arr AP2 block	DSG3 Ab inh	V-ATPase pH	Keap1-Nrf2 PPI	C-LANA FP	CAL PDZ FP-2	NSD2 inh	RTF Ca sens inh
O=C(CCNC(=O)c1ccccc1Cl)NCc1cccnc1	3	-2	18	97	1	0	-0.1	-2.4	-3	2
COc1cccc(CN2CCCC(C(=O)c3ccc4c(c3)OCO4)C2)c1O (centres undefined)	-2	-2	-12	100	0	-5	-0.1	-0.9	5	-3
CC(C)C(NC(=O)c1ccccc1NC(=O)c1ccco1)C(=O)O (centres undefined)	-2	0	20	96	0	-1	1.4	-0.7	-1	2
Cc1ccc2c(c1)[C@H]1[C@H](CO2)[C@H](c2ccccc2)[C@]2(C)C(=O)Nc3ccc(Cl)cc3C(=O)N12	-4	-1	3	97	2	-8	1.4	-0.1	x	-1
CCN(CC)C(=O)C1CCCN(C/C=C/c2ccccc2)C1 (centres undefined)	0	x	8	99	5	-3	1.1	-2.2	5	-9
CCn1c(SCc2nc(-c3ccccc3)no2)nnc1-c1ccco1	-1	7	-2	98	-2	4	-1.7	-0.8	2	-5
COc1cc(C(=O)NC2CCCc3ccccc32)ccc1OCC(=O)Nc1ccc(F)cc1 (centres undefined)	-2	-2	-8	91	-3	-4	-0.6	-1.9	-1	-8
CC(=O)c1ccc(NC(=O)CSc2nc3nc(C)cc(C)n3n2)cc1	2	x	-2	104	-2	1	2.0	0.1	x	-8
NC(=O)c1nsc(C(=O)N(CC(=O)NCc2ccc(F)cc2)Cc2ccco2)c1N	0	-2	3	108	-9	-5	3.2	1.5	1	-1
O=C(Nc1ccc(S(=O)(=O)Nc2nccs2)cc1)c1cc(-c2ccccn2)nc2ccccc12	5	-5	37	88	-3	2	-0.1	-5.5	6	3
O=C1[C@@H]2[C@@H]3C[C@@H]([C@H]4ON=C(c5ccc(Cl)cc5Cl)[C@@H]34)[C@@H]2C(=O)N1C1CCCCC1	-16	-2	-7	99	0	0	-2.4	-0.9	-1	0
Cc1cccnc1CCNC(=O)CC1C(=O)NCCN1CC1CCCCC1 (centres undefined)	-3	9	-5	110	2	-3	-0.2	0.4	0	6
O=C(NCC1CCCO1)c1cn(Cc2ccccc2Cl)nc1-c1ccccc1 (centres undefined)	-2	-2	-1	106	4	0	0.6	-1.9	-3	-17
COc1ccc(C2OC(=O)CC2C(=O)NC(C)C)cc1 (centres undefined)	2	x	0	100	-1	-7	0.8	-0.9	1	-13
COCCN(CC(=O)NCc1ccc(OC)cc1)C(=O)CCC(=O)Nc1nccs1	-4	x	-3	x	4	-3	0.2	0.7	-1	-3
Cn1c(=O)n(C)c2cc([N+](=O)[O-])c(N3CCN(C(=O)c4ccc(Cl)cc4)CC3)cc21	-3	-19	3	100	2	8	-1.2	-4.1	5	-2
O=C(Cn1cnc2cc([N+](=O)[O-])ccc2c1=O)Nc1cccc(S(=O)(=O)N2CCCCC2)c1	-3	1	1	x	0	0	-0.5	-1.6	8	-1
Cc1ccc(C)c2[nH]c(=O)c(CCNC(=O)Cc3cccs3)cc12	0	x	0	98	-2	0	0.7	-0.3	x	-10
CCC(C)[C@H]1COCCS(=O)(=O)N1Cc1ccc(C)cc1 (some centres undefined)	-4	-2	-2	109	2	-2	2.9	0.4	x	-23
COc1cccc(C(=O)/C=C/Nc2ccc(S(=O)(=O)Nc3cnc4ccccc4n3)cc2)c1	7	1	-14	109	2	-4	3.0	-8.0	1	-21
COc1ccc(C(=O)OCC(=O)Nc2cccc(C(C)=O)c2)c(OC)c1OC	-3	5	2	x	-3	-1	-0.9	-2.4	31	0
COC(=O)Cc1ccc(NC(=S)NCC(C)C)cc1	-2	3	5	108	2	0	-1.1	0.0	-3	-3
Cc1nn(-c2ccccc2)c(C)c1C(=O)OCC(O)=C(C#N)c1nc2ccccc2[nH]1	4	-8	8	x	-3	3	1.1	-0.8	-33	-5
Cc1ccc2occ(C3NC(C(=O)O)CS3)c(=O)c2c1 (centres undefined)	-2	-2	x	103	1	-8	-0.2	-1.6	2	-3
O=C(c1ccc(OC2CCN(Cc3ccccn3)CC2)cc1)N1CCCCO1	1	-5	-9	99	0	-4	10	0.3	0	-4
CC(=O)Nc1ccc(C=NNC(=O)CCCC(=O)NN=Cc2ccc(NC(C)=O)cc2)cc1	0	-6	-3	97	2	1	-0.5	-0.3	0	0
CC(C)CCc1noc(CN2CCC(C(=O)N3CCOCC3)CC2)n1	-1	-6	-14	90	-3	2	-0.1	-0.5	-3	-1
CC1(C)CC(=O)C(C=NCCN2CCN(C3CC(=O)N(c4ccc(Cl)c(Cl)c4)C3=O)CC2)=C(O)C1 (centres undefined)	-2	-4	5	98	-1	-1	1.7	-2.3	-2	-4
CC(=O)N1Cc2cc(N)ccc2Oc2ccccc21	2	0	3	93	-1	-6	-1.1	-1.7	-1	-5
O=C(NCCc1c[nH]c2ccccc12)c1ccc2c(c1)OCO2	1	-3	0	108	2	3	1.5	-2.2	4	6
Cc1ccccc1NC(=O)N1CCCC(c2nc(-c3ccc(C(C)C)cc3)no2)C1 (centres undefined)	-10	x	9	92	-1	4	-0.4	-2.3	21	-4
Cc1ccsc1C(=O)N1CCCC(CCC(=O)NCc2ccccc2F)C1 (centres undefined)	1	-5	17	x	2	-5	-0.6	-1.7	-4	6
Cc1ccc(NS(=O)(=O)c2c(C)nc3sccn3c2=O)c(C)c1	3	x	2	108	1	0	0.3	-1.0	x	-3
CC(=O)N1CCc2cc(S(=O)(=O)NCC(=O)NCc3ccccc3Cl)ccc21	-2	14	-2	97	-1	5	-1.1	-0.6	-1	-4
O=C(CN1N=C(C(F)(F)F)CC1(O)c1ccc([N+](=O)[O-])cc1)c1ccccc1 (centres undefined)	-5	-4	-6	x	-2	-3	-1.6	-0.5	12	-18
CCOC(=O)NC(=O)C(=CNc1ccc(C)cc1)C(=O)NC(=O)OCC	-1	-2	42	93	-2	-6	0.4	-1.3	0	-7
O=C1C/C(=C/NCc2ccccc2)C(=O)N1	1	-4	5	108	-2	0	-0.6	-0.7	-1	-4
CNC(=S)NNC(=O)c1sc2cc(C(F)(F)F)cnc2c1-c1ccccn1	2	-2	-5	96	1	2	-1.8	-0.3	37	-3
COCCCNc1nnc(Cc2ccc(Cl)cc2)c(=O)[nH]1	1	-4	-19	91	-1	2	-2.0	-2.1	-4	-7
Cc1noc(C)c1C(=O)OCC(=O)c1ccc[nH]1	2	0	1	110	-1	-2	-0.9	-0.3	1	-28
CCCCn1nc2cc(C(=O)NCc3ccc(OC(F)(F)F)cc3)ccc2c1OC	3	2	1	104	-1	-5	-0.5	-1.4	x	7
OCCN1CCN(C(=S)Nc2ccccc2)CC1	1	1	-7	97	0	-3	-9.0	-0.9	-4	-3
CC(=O)c1ccc(NS(=O)(=O)Cc2ccc(Cl)cc2)cc1	0	-1	6	103	-5	0	2.1	x	-4	-6
Cc1ccc(NC(=O)COC(=O)CSCC(=O)Nc2cc(C)on2)c(C)c1	0	-7	-2	106	5	3	-0.8	-0.8	-1	-6
Cc1ccc(C(=O)CSc2nnc(COc3cccc(C)c3)o2)cc1	-6	-3	28	103	-6	1	-0.1	0.0	0	2
COc1cc(C(C)=O)ccc1OCC(O)CN1CCN(c2ccc(C)cc2C)CC1 (centres undefined)	-8	-3	-1	100	0	-2	0.4	-0.4	2	-8
O=C(COC(=O)c1ccc2c(=O)n3c(nc2c1)CCC3)NC1CCS(=O)(=O)C1 (centres undefined)	-2	2	7	88	4	0	-1.8	-3.2	-2	-6
COc1ccc(-c2c(-c3cc(OC)cc(OC)c3)n(C)c3ccc(-c4cnc(OC)nc4)cc23)cc1	-1	0	8	97	3	-4	1.1	-1.9	x	-7
CSCCC(NS(=O)(=O)c1ccc2c(c1)oc(=O)n2C)C(=O)NC1CCN(Cc2ccccc2)CC1 (centres undefined)	-2	2	-6	x	-3	-9	-1.3	0.2	-1	-6
Cc1cnc(C(=O)OCC(=O)NC2CCCCCCC2)cn1	2	-3	11	103	0	-1	1.0	-2.1	-3	1
COc1cc(NC(=O)CSc2nncn2C)c(C)cc1[N+](=O)[O-]	-1	-1	24	83	0	1	1.6	-2.5	1	-13
O=C(CN1C(=O)CCSc2ccc(S(=O)(=O)N3CCCC3)cc21)Nc1ccccc1Cl	3	5	-4	99	3	-8	0.0	-0.7	8	6
COc1ccc(S(=O)(=O)N2CCN(Cc3ccccc3)CC2)c(C)c1	-4	-7	-6	116	-5	-3	1.3	-1.0	0	-1
Cc1ccccc1NC(=O)Cc1nnc(N)s1	0	-8	3	x	-4	2	-3.0	0.0	0	0
CS(=O)(=O)N(CC(N)=O)c1ccc(F)c(Cl)c1	0	13	25	92	-3	0	3.1	-0.7	x	-7
O=C(CCCCn1c(=O)[nH]c2ccccc2c1=O)NCCC1=CCCCC1	-2	83*	-1	x	0	3	2.4	-1.0	-1	-8
CCCCCn1cnnc1SCC(=O)c1ccc2c(c1)OCO2	-1	-2	23	108	1	0	0.4	-0.8	4	1
CC(=O)c1ccc(N2CCN(C(=O)c3ccc4c(c3)OCO4)CC2)cc1	-1	0	27	102	5	2	-2.4	-0.6	2	-3
CCOC(=O)CCC(NC(=O)CC(=O)NC(CCC(=O)OCC)C(=O)OCC)C(=O)OCC (centres undefined)	0	0	15	99	-3	-5	-0.1	-3.3	-2	-1
CCc1nnc(NC(=O)c2cccc(S(=O)(=O)N(C)c3ccccc3)c2)s1	-3	x	8	x	7	-3	x	-1.4	1	4

The list continues.
SMILES	DAGLB inh	CAL PDZ FP-1	Arr AP2 block	DSG3 Ab inh	V-ATPase pH	Keap1-Nrf2 PPI	C-LANA FP	CAL PDZ FP-2	NSD2 inh	RTF Ca sens inh
COc1cccc(NC(=O)CCP(C)(=O)O)c1	0	-1	1	x	4	-4	1.5	1.4	2	2
CCN(CC)CCCNc1cc(C)c(C#N)c2nc3ccccc3n12	-1	x	x	101	0	x	x	x	122*	x
O=C1CC2(CCN(C(=O)COc3ccc(F)cc3)CC2)Oc2ccccc21	-2	-7	0	101	-1	-4	-2.0	-0.4	-1	-9
COc1cc(C(=O)Nc2ccc(S(=O)(=O)N3CCCCC3)cc2)ccc1OCC(=O)N1CCOCC1	-9	-3	14	x	3	0	1.8	-1.3	0	-7

Single records, from the list above.
`COc1cc(C(=O)Nc2ccc(S(=O)(=O)N3CCCCC3)cc2)ccc1OCC(=O)N1CCOCC1` reads DAGLB inh: -9; CAL PDZ FP-1: -3; Arr AP2 block: 14; DSG3 Ab inh: x; V-ATPase pH: 3; Keap1-Nrf2 PPI: 0; C-LANA FP: 1.8; CAL PDZ FP-2: -1.3; NSD2 inh: 0; RTF Ca sens inh: -7
`O=C1CC2(CCN(C(=O)COc3ccc(F)cc3)CC2)Oc2ccccc21` reads DAGLB inh: -2; CAL PDZ FP-1: -7; Arr AP2 block: 0; DSG3 Ab inh: 101; V-ATPase pH: -1; Keap1-Nrf2 PPI: -4; C-LANA FP: -2.0; CAL PDZ FP-2: -0.4; NSD2 inh: -1; RTF Ca sens inh: -9
